# M5 PAM = positive allosteric modulators of human muscarinic M5 receptor | P08912 | CHO-K1 hM5, Fluo-8 calcium, ACh EC20 PAM; 0% = ACh EC20, 100% = ACh EC100 | activation, % at 3 µM | hit rate 0.3% among 360,000 | AID 624038;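 active means activation above the run cutoff, the mean activation of all test compounds plus 3 SD, cut at about 18% in these data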
# Target sequence (P08912 whole entry, looked up): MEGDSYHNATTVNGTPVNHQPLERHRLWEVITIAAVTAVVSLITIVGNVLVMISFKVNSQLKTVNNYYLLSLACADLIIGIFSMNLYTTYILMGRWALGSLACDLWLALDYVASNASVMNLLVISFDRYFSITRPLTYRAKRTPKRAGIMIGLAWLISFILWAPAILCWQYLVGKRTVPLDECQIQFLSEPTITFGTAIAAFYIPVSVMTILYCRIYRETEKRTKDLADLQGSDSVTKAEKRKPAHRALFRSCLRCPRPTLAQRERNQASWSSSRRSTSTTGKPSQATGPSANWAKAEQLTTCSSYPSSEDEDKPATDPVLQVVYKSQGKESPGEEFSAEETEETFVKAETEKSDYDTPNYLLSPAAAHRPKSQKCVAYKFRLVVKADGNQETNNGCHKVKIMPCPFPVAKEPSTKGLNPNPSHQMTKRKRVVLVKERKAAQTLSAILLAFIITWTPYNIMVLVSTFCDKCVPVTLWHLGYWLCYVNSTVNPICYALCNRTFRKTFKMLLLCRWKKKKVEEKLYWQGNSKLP
#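 Assay system: CHO-K1 hM5 cells / Incubation: Fluo-8 loading 80 min at 37 °C plus 30 min room temperature / Technique: Fluo-8 calcium dye fluorescence, kinetic read / Repeats: single replicate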
# CHRM5 antagonist = blocks acetylcholine activation of human M5 receptor; P08912; CHO-hM5 cells, Fluo-8 calcium fluorescence, ACh EC80; inhibition, % at 3 µM; hit rate 0.59% among 360,000; AID 624040;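 active means inhibition above a per-plate cutoff, the mean of that plate's test compounds plus 3 SD, cut at about 27% in these data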;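 further: 0% = acetylcholine EC80 with DMSO and 100% = DMSO without agonist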
# M5 ag = CHRM5 agonism in calcium assay; AID 624037; P08912; CHO-K1 hM5 cells, Fluo-8 calcium fluorescence; 0% DMSO wells, 100% maximal acetylcholine response; activation, % at 3 µM; hit rate 0.19% among 360,000;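 active means activation above the run's mean over test compounds plus 3 SD, cut at about 23% in these data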;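 further: signal is peak over basal fluorescence ratio across the kinetic read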
# TAAR1 ag = human TAAR1 agonism. CHO RD-HGA16 TAAR1, Fluo-8 calcium fluorescence; vehicle wells 0%, saturating PEA agonist 100%. activation, % at 3 µM. hit rate 0.99% among 360,000;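 active means activation above the mean activation of all test compounds in the run plus 3 SD, cut at about 38% in these data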
# Target sequence (Q96RJ0 whole entry, looked up): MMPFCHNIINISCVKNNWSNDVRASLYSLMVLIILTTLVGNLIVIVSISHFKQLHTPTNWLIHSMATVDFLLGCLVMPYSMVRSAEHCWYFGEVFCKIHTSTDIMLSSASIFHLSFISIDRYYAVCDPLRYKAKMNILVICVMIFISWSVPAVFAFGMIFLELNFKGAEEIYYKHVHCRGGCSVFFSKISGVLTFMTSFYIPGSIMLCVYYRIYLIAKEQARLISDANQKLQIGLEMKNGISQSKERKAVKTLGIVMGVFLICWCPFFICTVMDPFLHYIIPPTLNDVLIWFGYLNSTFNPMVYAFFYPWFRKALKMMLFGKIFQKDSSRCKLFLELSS
#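 Test system: RD-HGA16 (CHO) cells co-expressing Gα16 and hTAAR1 | Doses: Single dose, 3 µM | Schedule: 17-24 h seeding, 75 min 37 °C dye, 30 min RT | Evaluation: % activation from peak over basal fluorescence ratio, DMSO-to-PEA scaled | Technique: Kinetic Fluo-8 calcium fluorescence | Benchmarks: Low control DMSO, high control PEA (EC100)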
# CHRM1 antagonist = antagonists of human M1 muscarinic receptor | P11229 | inhibition, % at 3 µM | hit rate 1.3% among 360,000 | CHO-K1 hM1, Fluo-8 calcium fluorescence, ACh EC80 antagonist;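 active means percent inhibition above its own plate's cutoff, namely the mean of that plate's compound wells plus 3 SD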;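 further: peak over basal fluorescence ratio during 140 s after agonist addition; 0% = ACh EC80 plus DMSO and 100% = DMSO alone without agonist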
# M1 PAM = potentiates human M1 receptor response to acetylcholine; P11229; CHO-K1 hM1, Fluo-8 calcium fluorescence, ACh EC20; 0% = ACh EC20, 100% = maximal ACh; activation, % at 3 µM; hit rate 0.088% among 360,000; in the data active means activation above about 19%, passing the limit was not always enough
# CHRM4 agonist = agonists of human muscarinic M4 receptor (CHRM4); P08173; hit rate 0.14% among 360,000; CHO-K1 hM4/Gqi5, Fluo-8 calcium fluorescence; vehicle 0%, full acetylcholine response 100%; AID 624127; activation, % at 3 µM;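 active means activation above the run mean over all test wells plus 3 SD, cut at about 32% in these data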;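 further: peak over basal fluorescence ratio per well then scaled between controls; 0% = DMSO wells and 100% = acetylcholine at EC100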
# CHRM4 antagonist = CHRM4 antagonism in calcium assay. CHO-hM4 cells, ACh EC80, Fluo-8 calcium fluorescence. inhibition, % at 3 µM. P08173. hit rate 0.73% among 360,000;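 active means inhibition above its plate's cutoff, the mean inhibition of sample wells plus 3 SD, cut at about 27% in these data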;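 further: 0% = acetylcholine EC80 with DMSO and 100% = DMSO without agonist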
# M1 ag = human M1 muscarinic receptor agonism; P11229; CHO-K1 hM1, Fluo-8 calcium fluorescence, agonist mode; 0% DMSO, 100% acetylcholine EC100; activation, % at 3 µM; hit rate 0.33% among 360,000; AID 588814;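 active means activation above the run's mean compound activation plus 3 SD, cut at about 16% in these data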;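 further: peak over basal fluorescence ratio within a 140 s kinetic read after compound addition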
# Numbers without * were called inactive; / = not tested or not shown.
# Values run as follows: M5 PAM, CHRM5 antagonist, M5 ag, TAAR1 ag, CHRM1 antagonist, M1 PAM, CHRM4 agonist, CHRM4 antagonist, M1 ag
CC(=O)c1ccc(OCCCOc2cccc3cccnc23)cc1
    -5, 4, -8, 7, 12, -17, 11, 7, -6
Cc1ccc(S(=O)(=O)N(C)C)cc1NC(=O)CN1C(=O)NC(Cc2ccccc2)C1=O (centres undefined)
    2, 3, 1, 0, -3, 4, -1, 6, -2
COC(=O)C1=C(O)/C(=C\c2ccc(OCC(=O)Nc3ccc(OC)cc3)cc2)N=C1C
    10, -13, -2, 0, -3, 8, 0, 0, -5
O=C1NC(c2ccccc2)CCO1 (centres undefined)
    9, -4, -2, 7, -23, 29*, 1, -5, 3
COc1ccc(OC)c(-c2cc(C3CCN(c4cc(Cl)nc(N)n4)CC3)[nH]n2)c1
    -16, 12, 1, 23, 18, -5, 10, 4, -2
CCCc1nnc(NC(=O)CCC(=O)N2CCN(S(=O)(=O)c3ccc(F)cc3)CC2)s1
    0, 11, -2, -2, -4, 4, 0, 2, -3
Cc1cc(C(=O)NNC(=O)c2ccc(NC(=O)CC#N)cc2)c(C)o1
    3, 12, 1, 17, -2, 5, 1, 5, -2
NS(=O)(=O)c1ccc(CCNc2nn3c(-c4ccc(F)c(Cl)c4)cnc3s2)cc1
    -6, 16, -1, 2, 12, -2, 2, 4, -3
COc1ccc(-c2nc3c(c(=O)n(C)c(=O)n3C)n2CC2CC(c3ccccc3)=NO2)cc1OC (centres undefined)
    -16, 9, 6, 25, 13, -4, 14, 0, 1
O=C(NC1CCCCCC1)c1ccc(CS(=O)(=O)Cc2ccccc2F)o1
    -1, -1, -2, 2, -10, 3, 4, 5, -2
CCOc1ccc(C(=O)CCC(=O)NNC(=O)c2ccccc2O)cc1
    1, 1, 3, 0, -4, 9, 1, -5, 4
Cc1ccc2nc(-c3ccsc3)c(NC3CCCC3)n2c1
    -1, 5, -7, -1, 3, -3, 3, -8, -3
Cc1ccc2c(c1)N(C(=O)CCC(=O)NC1CCCCCC1)CC(C)O2 (centres undefined)
    -10, -1, -3, -1, -14, 4, 2, -38, -5
Cc1cc(C)cc(NC(=O)C2C3C=CC4(O3)C2C(=O)N(CCN2CCCCC2)C4C(=O)NC2CCCCC2)c1 (centres undefined)
    0, 9, -2, -2, 1, 1, 0, -8, -10
CCCN1C(=O)c2cc(C(=O)O)ccc2C1O (centres undefined)
    -3, -4, 3, 0, -9, 8, 0, 0, 1
O=C(Nc1cccc2ccccc12)NC1CC1
    -5, 1, 1, 0, -7, 2, 0, -10, 1
C=CCn1c(-c2ccc(N)cc2)nc2ccccc21
    -3, 5, 5, 1, -6, 6, 1, 3, -9
COc1ccccc1NS(=O)(=O)c1cccc(NC(=O)Nc2ccc(Cl)cc2)c1
    -20, 66*, 7, 56*, 44*, -21, 19, 46*, 3
O=C(NCc1ccccc1)c1ccc(CS(=O)(=O)Cc2ccccc2F)o1
    -12, 6, 10, 2, 2, -1, 9, 7, 1
C/C=C\C(=O)Nc1cccc(C2=NOC3(C2)C[C@@H](C(N)=O)N(C(=O)COc2ccc(Cl)cc2)C3)c1 (some centres undefined)
    6, 7, 4, 4, -2, 5, 1, -6, -1
COc1cc(-c2nnc(NC(=O)c3ccco3)o2)cc(OC)c1OC
    -5, -3, -3, 0, -12, 15, -1, -10, 0
CCCOC(=O)c1ccc(NC(=O)C(=O)NCC2CCCO2)cc1 (centres undefined)
    1, -6, 2, 1, 5, 6, 1, -4, -1
CCc1ccc(NC(=O)C(C)OC(=O)c2cc(=O)[nH]c3ccc(S(=O)(=O)Nc4ccc(F)cc4)cc23)cc1 (centres undefined)
    -4, 3, 0, 1, -5, 11, 0, 1, -8
CCOC(=O)C1(CCCc2ccccc2)CCN(C(=O)C2CCCO2)CC1 (centres undefined)
    -6, 2, 1, 14, 15, -6, 0, 15, -2
CN(c1ccccc1)S(=O)(=O)c1cc(C(=O)N2CCN(c3ccccn3)CC2)ccc1Cl
    -17, 15, 2, 7, 17, -9, 9, 0, -1
COc1cccc(NC(=O)Cn2c3ccc(OC)cc3c3nc4n(c(=O)c32)CCS4)c1
    5, -5, -4, 1, -16, 18, 0, -6, 2
Cc1ccc(C)c(NC(=O)CN(C)C(=O)/C=C/c2ccco2)c1
    1, 7, -3, 9, -1, 4, -1, -1, -8
COc1ccc(C(=O)c2oc3ccccc3c2N)cc1
    1, -3, -3, 9, 0, -1, 1, -15, -4
O=C1c2ccccc2C(=O)c2cc(NC(=O)C3CC3)ccc21
    -4, -1, -2, 3, 10, -4, 1, 12, -6
CC(=O)Nc1ccc(SCC(=O)NCC2(N3CCCCC3)CCCCC2)cc1
    -3, 24, -9, 0, -5, 0, 2, -3, -7
CC(/C=N/Nc1ncc(C)c(=O)[nH]1)=C\c1ccccc1
    0, 2, -1, 7, -7, 9, 1, 4, -3
Cc1ccc(NC(=O)CCNC(=O)c2ccc([N+](=O)[O-])cc2)cc1C
    -4, 4, -1, 8, 8, -4, 3, 7, -4
O=C(O)c1ccccc1C=NNc1ccccn1
    3, 6, 2, 3, -14, 9, -1, 11, -1
COc1ccc(/C=C2\C(=O)c3ccccc3OC2c2ccccc2)cc1 (centres undefined)
    6, 5, -1, 0, -15, 14, 0, -6, -4
Cc1nc2scc(-c3ccc(C(C)(C)C)cc3)c2c(=O)n1N
    -19, 33*, 4, 10, 13, -17, 15, 9, -1
C=CCn1c(SCn2nnc3ccccc3c2=O)nnc1-c1ccc(Br)cc1
    -6, 3, -3, 3, 7, -11, 11, 1, -10
Cc1ccccc1Nc1ncnc2c1cnn2Cc1ccccc1
    -2, -1, -3, 3, -10, 10, 7, -3, 0
CC(C)(C)S(=O)N1Cc2cc(C(=O)N3CCc4ccccc4C3)nc(-c3cccc(-c4cccnc4)c3)c2[C@@H]1CCO (some centres undefined)
    0, -1, 3, 2, 15, -7, 8, -5, -10
COc1ccc(/C=N/NC(=O)c2ccc(N(C)S(=O)(=O)c3ccccc3)cc2)cc1
    -6, -5, -3, 4, -5, -2, 7, -10, -3
COC(=O)c1c(C)c(OC(=O)c2c(C)cc(O)c(C=O)c2O)cc(C)c1O
    -5, 0, 2, /, -2, -2, 0, 3, -1

# 2 entries from above, as tab-separated lines:
Molecule	M5 PAM	CHRM5 antagonist	M5 ag	TAAR1 ag	CHRM1 antagonist	M1 PAM	CHRM4 agonist	CHRM4 antagonist	M1 ag
COc1ccc(/C=N/NC(=O)c2ccc(N(C)S(=O)(=O)c3ccccc3)cc2)cc1	-6	-5	-3	4	-5	-2	7	-10	-3
COC(=O)c1c(C)c(OC(=O)c2c(C)cc(O)c(C=O)c2O)cc(C)c1O	-5	0	2	/	-2	-2	0	3	-1

# (more compounds)
# Values run as follows: M5 PAM, CHRM5 antagonist, M5 ag, TAAR1 ag, CHRM1 antagonist, M1 PAM, CHRM4 agonist, CHRM4 antagonist, M1 ag
CCC(=O)N1c2ccccc2NC2=C(C(=O)CCC2)C1c1ccc(N(C)C)cc1 (centres undefined)
    12, -12, 0, 0, -14, 10, 1, -8, -3
COc1cc2c(cc1OC)[C@@H](NC(=O)CCc1ccccc1)[C@H](O)C2
    -2, 0, 0, 2, -13, 7, 0, -15, -2
O=C1CC(c2ccccc2)SC(N(c2ccccc2)c2ccccc2)=N1 (centres undefined)
    2, 0, -2, 9, -9, 10, 0, 5, -8
CC(=O)Nc1ccc(NC(=O)C2CC(=O)N(C(C)C)C2)cc1 (centres undefined)
    0, 3, 2, 2, -8, 8, 0, 3, -2
CCn1c(SCC(=O)N2CCCCC2)nc2c(c1=O)SCC2
    0, -6, -1, -2, -8, 6, -2, 7, -4
COCC1CCN(C(=O)c2ccc3oc(Cc4ccc(Cl)cc4)nc3c2)C1 (centres undefined)
    -2, 6, -2, 8, 0, 9, 5, -2, -2
COCCCNC(=O)C(Cc1ccccc1)NS(=O)(=O)c1ccc2c(c1)c(=O)n(C)c(=O)n2C (centres undefined)
    5, -14, 1, 14, -3, 5, 1, 5, -6
FC(F)Sc1ccc(NC(=S)NC(c2ccccc2)c2ccccc2)cc1
    -16, 15, 9, 15, 26, -12, 13, 19, 1
CN(C)c1nnnn1-c1ccc(OC(F)(F)F)cc1
    -2, 13, -2, 9, 3, 6, 2, 6, -6
CN(C)c1nc(SCCOC(=O)COc2ccc(Cl)cc2Cl)nc(N(C)C)n1
    1, 1, 0, 4, 1, -2, 3, -2, -4
COc1cc(N=Nc2ccc(C(=O)N(C)C)cc2)c(C)cc1N
    -7, -1, 1, 0, -5, -1, 8, -2, 0
Cc1cc(C)n(-c2ccc(C(=O)NCc3ccc(F)cc3)cc2)n1
    2, -1, -2, 0, -4, 7, 1, 1, -5
COc1cc(OC)cc(-c2noc(-c3csc([C@@H]4O[C@H](CO)[C@H](O)[C@H](O)[C@H]4O)n3)n2)c1
    -3, 0, 0, 0, 4, 0, 0, 6, -1
CCN(CC)C(=O)c1ccc2c(=O)n(CCOC)c(=S)[nH]c2c1
    -3, 7, -1, 3, -13, 7, 2, 11, -4
CCOC(=O)c1ccccc1NC(=O)c1ccccc1SC
    -6, 7, 0, 15, -7, 2, -3, -3, -4
CC(C)N1C[C@@]23C=C[C@@H](O2)C(C(=O)OCc2ccccc2)[C@H]3C1=O (some centres undefined)
    2, -1, 2, 19, 6, 1, 0, 14, -2
O=C(Nc1ccc2c(c1)OCO2)c1cnn2c(C(F)(F)F)cc(-c3ccco3)nc12
    -1, -4, -1, 9, -6, -5, 0, 5, -3
CCOc1ccc(NC(=O)C(C)Sc2nccn2C)cc1 (centres undefined)
    -7, 14, -3, 1, -2, 1, 0, 2, -3
Clc1ccc(-c2n[nH]c3c2CCC3)c(Cl)c1
    0, -6, -3, 9, -12, -2, -1, -12, -4
N#C/C(=C(/O)c1ccc([N+](=O)[O-])s1)c1nc2ccccc2[nH]1
    -9, 16, 2, 10, -2, 0, 4, -7, 4
CCCCCSc1nnc2c(n1)OC(c1cccn1C)N(C(C)=O)c1ccccc1-2 (centres undefined)
    -8, 7, -7, 2, -5, -2, 0, 8, -3
O=S(=O)(c1ccccc1F)N1CCN(CCc2ccccc2)CC1
    -4, -4, -3, 1, -4, 8, -2, 101*, -3
CC(C)OCCCN(CC(O)c1ccccc1)CC(O)c1ccccc1 (centres undefined)
    2, 2, -2, 2, -5, 2, 1, -5, -9
O=C(COc1ncnc2ccccc12)Nc1ccc(Cl)c([N+](=O)[O-])c1
    -6, 9, -1, 6, -11, 5, 4, 4, -6
C#CCn1cnc2c(oc3ccccc32)c1=O
    1, -7, -3, /, 6, -1, 0, -2, -6
CC(OC(=O)c1cccs1)C(=O)NCc1ccccc1 (centres undefined)
    -8, -5, -8, 6, 0, 2, 0, -7, -3
COc1ccc(Cc2n[nH]c(=S)n2N)cc1OC
    -13, 15, 2, 4, 10, -1, 4, 6, -2
COC(=O)N/N=C/c1cc(C)n(-c2ccccc2)c1C
    -5, 2, -2, 2, -7, 9, 1, -3, -5
COCCn1c(SCC(=O)NC(=O)Cc2ccccc2)nc2ccccc2c1=O
    4, 6, -2, -2, -1, 7, 2, 0, -5
CCOC(=O)c1cc(C)n(Cc2ccccc2)c1C
    14, -10, -4, 11, -10, 3, -2, -4, -6
CCOc1ccc(C(C(=O)NCC2CCCO2)N(Cc2ccccc2)C(=O)c2snc(C(N)=O)c2N)cc1 (centres undefined)
    -2, -3, 5, 21, 9, -7, 11, 6, -1

# Only part of the results is shown (hit frequency here may not be typical).
